N370S GC mod: N370S glucocerebrosidase modulation, Gaucher chaperone candidate; 0.092% of 330,000 active; N370S GC spleen homogenate, 4MU-glucoside fluorescence; AID 2101; Potency, µM (top dose mostly 59.4 µM), inactives show at the highest dose activity change, negative = inhibition, hits mostly inhibitors; P04062;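 also: 0% = full enzyme activity and -100% = no enzyme basal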
TDP1 block: blocks human tyrosyl-DNA phosphodiesterase 1; Q9NUW8; recombinant TDP1, AlphaScreen DNA substrate cleavage; Potency, µM (highest dose often 130 µM), for the others: at the top dose activity change, negative = inhibition, hits mostly inhibitors; 0.28% of 350,000 active; also: nearly all actives have a fitted effect of over 40% in size
Target sequence (Q9NUW8 whole entry, looked up): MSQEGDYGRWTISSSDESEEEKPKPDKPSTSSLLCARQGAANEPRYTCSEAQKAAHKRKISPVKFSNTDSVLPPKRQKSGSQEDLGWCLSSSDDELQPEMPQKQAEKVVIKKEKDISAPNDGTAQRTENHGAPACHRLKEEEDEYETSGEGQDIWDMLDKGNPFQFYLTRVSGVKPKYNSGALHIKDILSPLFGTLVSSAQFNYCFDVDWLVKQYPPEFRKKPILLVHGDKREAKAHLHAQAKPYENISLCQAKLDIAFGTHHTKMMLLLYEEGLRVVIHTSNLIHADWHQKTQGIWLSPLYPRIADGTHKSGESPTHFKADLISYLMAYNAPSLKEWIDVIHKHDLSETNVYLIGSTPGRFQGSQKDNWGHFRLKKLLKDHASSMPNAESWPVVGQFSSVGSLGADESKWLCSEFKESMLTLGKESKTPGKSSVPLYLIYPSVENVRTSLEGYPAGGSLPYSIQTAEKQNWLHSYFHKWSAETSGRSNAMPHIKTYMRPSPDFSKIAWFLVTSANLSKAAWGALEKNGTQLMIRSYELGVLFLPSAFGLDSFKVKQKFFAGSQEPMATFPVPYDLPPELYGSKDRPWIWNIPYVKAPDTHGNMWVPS
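Enzyme-compound mixtures sat 15 min at room temperature, followed by a 5 min reaction with 15 nM final substrate and 10 min with AlphaScreen beads. Recombinant human Tdp1 was used at 1 nM final.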
TDP1 cell noCPT: qHTS for Inhibitors of human tyrosyl-DNA phosphodiesterase 1 (TDP1): qHTS in cells in absence of CPT. DT40 Tdp1-/- hTDP1 cells, no CPT, ATP luminescence, 48 h. Potency, µM (top dose mostly 46.2 µM), for inactives: at the highest dose activity change, negative = growth inhibition, usual class: inhibitors. 15% of 420,000 active; also: nearly all actives have a fitted effect of over 55% in size
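Seeded 400 DT40-hTDP1 cells/well (vehicle DMSO, no 20 nM CPT); pinned compounds; ≥48 hr at 37 °C; CellTiter-Glo luminescence as viability measure.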
Active calls of the source: *; ? = inconclusive; . = not tested or not shown; & = joins results of further samples; [ ] = dose if it differs, or a comment. Calls follow the shape of the dose curve; as a rule, active = well fitted curve in the direction sought with a large enough effect; inconclusive = small, poorly fitted or top-dose-only effect, or another doubt; inactive = no such curve, though single readings can be large; an effect the other way counts as inactive or inconclusive. Unless noted, % is scaled to controls: 0 for no effect and ±100 for the full control effect; potency is read from the fitted curve at half-maximal effect. Only part of the results is shown. The share of hits here may be higher or lower than overall.

Start of the data: the first 3 entries as a preview:
SMILES	N370S GC mod	TDP1 block	TDP1 cell noCPT
Clc1ccc(CNc2cc(-c3ccccc3)nc3nncn23)cc1	.	-2.3%	13µM*
O=C(C1CCCN(Cc2cccnc2)C1)N1CCCCC1 (stereo not given)	-23.6%	-13.5%	-2.0%
CN(C(=O)Cn1nc(C(=O)O)c2ccccc2c1=O)C1(C#N)CCCCC1	.	0.2%	0.2%

Results, from the first entry:
SMILES	N370S GC mod	TDP1 block	TDP1 cell noCPT
Clc1ccc(CNc2cc(-c3ccccc3)nc3nncn23)cc1	.	-2.3%	13µM*
O=C(C1CCCN(Cc2cccnc2)C1)N1CCCCC1 (stereo not given)	-23.6%	-13.5%	-2.0%
CN(C(=O)Cn1nc(C(=O)O)c2ccccc2c1=O)C1(C#N)CCCCC1	.	0.2%	0.2%
COCCN(Cc1ccco1)C(=O)Cn1ncc2c([nH]c3ccccc32)c1=O	.	-1.2%	?
COCCN(C(=O)CNC(=O)c1ccco1)C(C(=O)NC1CCCC1)c1ccccc1F (stereo not given)	-1.3%	.	-0.3%
CC1CCCC(C)N1/N=C/C=C/c1ccccc1[N+](=O)[O-] (stereo not given)	-2.7%	9.5%	?
Fc1cc(F)c2nc(N3CCCCC3)sc2c1	14.1%	1.0%	-11.2%
C/C(=N\O)c1noc(C)c1C(=O)Nc1nccs1	3.8%	2.7%	?
CC(=O)N1c2ccc(S(=O)(=O)NCC3CCC(C(=O)Nc4ccc(F)cc4)CC3)cc2CC1C (stereo not given)	.	-13.3%	16.4µM*
COc1ccc(CNC(=O)c2cc(-c3ccccc3OC)on2)cc1	12.4%	1.0%	-10.4%

Single entries from the results shown.
O=C(C1CCCN(Cc2cccnc2)C1)N1CCCCC1 (stereo not given) – TDP1 block = -13.5%
CN(C(=O)Cn1nc(C(=O)O)c2ccccc2c1=O)C1(C#N)CCCCC1 – TDP1 block = 0.2%

Continuation.
SMILES	N370S GC mod	TDP1 block	TDP1 cell noCPT
Cc1ccc(-c2nc(C#N)c(N3CCC(C)CC3)o2)cc1	?	.	?
C=C[C@@]1(C)CC[C@H](O)[C@H]2C(=O)CCC[C@@H]21	-13.3%	8.1%	.
CCCCc1nc2ccc(S(=O)(=O)O)cc2[nH]1	-8.8%	.	10.0%
CC(C)c1ccc(-c2c(C#N)c(N)nc(SCC(=O)N3CCCCCC3)c2C#N)cc1	5.5%	5.1%	-18.1%
CCC(C)Nc1nc(N)c([N+](=O)[O-])c(NCc2ccccc2)n1 (stereo not given)	?	.	?
COc1ccc2cc(C(c3nnnn3C3CCCC3)N3CCOCC3)c3nnnn3c2c1 (stereo not given)	-24.8%	-7.6%	-20.8%
CCCCCOc1ccccc1C(=O)NCCCCCC(=O)O	16.1%	0.0%	-2.8%
Cc1ccc(NS(=O)(=O)c2ccc(C)c(NC(=S)NCCN3CCOCC3)c2)c(C)c1	.	2.8%	-11.5%
CCCCn1c(N)c(N(CC(C)C)C(=O)CSCc2cccc(C)c2)c(=O)[nH]c1=O	-3.8%	-3.0%	10.5%
Cc1ccc(N2C(=O)[C@@H]3[C@H](C2=O)[C@H]2C=CC=NN2[C@@H]3C(=O)Nc2ccc(Cl)cc2)cc1	-15.0%	9.7%	-10.0%
Cn1c(COc2ccccc2)nnc1SCCN1CCOCC1	5.7%	0.0%	-5.8%
O=C(CSc1nc(C2CCCCC2)nc2ccccc12)N1CCCC1	11.9%	10.8%	?
CCNc1ncc2nc(-c3ccccc3)c(=O)n(CCOC)c2n1	?	.	-15.1%
CCNC(=O)c1c(O)c2ccccc2[nH]c1=O	14.9%	2.1%	?
CC(C)OCCCNC(=O)c1cccc2c1C(=O)c1ccc(Cl)cc1S2(=O)=O	.	-0.2%	-28.0%
O=C1CC2(CCN(C(=O)c3cccc([N+](=O)[O-])c3)CC2)Oc2ccccc21	-4.2%	.	?
CCc1nc(-c2ccc(C)c(S(=O)(=O)N3CCN(c4ccc(C(C)=O)cc4)CC3)c2)no1	.	-3.4%	7.31µM*
COC(=O)c1sc2cc(C(F)(F)F)cnc2c1-c1ccccc1	6.2%	2.1%	-7.3%
COc1ccc(CN2CN(S(=O)(=O)c3cccs3)c3nc4ccccc4nc32)cc1	14.3%	2.7%	?
CCOC(=O)c1sc(NC(=O)C2C3C=CC(C3)C2C(=O)O)nc1C (stereo not given)	10.3%	79.4µM*	-2.7%
COc1ccc(NC(=O)c2cc3c(-c4ccccc4F)nn(C)c3s2)c(OC)c1	.	4.7%	10.3µM*
Cc1ccc(Cn2c(=N)n(CC(O)c3ccco3)c3ccccc32)cc1 (stereo not given)	-4.0%	7.1%	16.4µM*
Cc1cc(S(=O)(=O)N2CCN(c3ccccc3O)CC2)c(C)s1	5.0%	2.6%	?
CNC(=O)c1c(Br)cnn1-c1ccc(C)cc1	2.9%	2.7%	-27.0%
Cc1c2cnn(CC(=O)NCCc3ccccc3)c(=O)c2c(C)n1Cc1ccccc1	.	-2.5%	?
Cc1ccc(-n2nc(C)c(/C=N/NC(=O)c3cccs3)c2Cl)cc1	0.8%	-3.0%	?
CCn1c(SCC(=O)OC)nc2sc3c(c2c1=O)CCC3	-7.9%	.	-10.2%
Cc1cc(=O)[nH]c(SCC(=O)NCc2ccco2)n1	0.5%	.	-12.0%
N#Cc1cccc(NC(=O)COC(=O)c2ccccc2C(=O)c2ccc(Cl)c([N+](=O)[O-])c2)c1	17.9%	1.9%	?
CCOc1ccc(C(CC(=O)O)NC(=O)COc2ccccc2)cc1 (stereo not given)	-0.9%	2.0%	-10.0%
COc1cccc(C(=O)NC(C)c2ccc(-c3ccccc3)cc2)c1OC (stereo not given)	-0.6%	0.1%	?
COc1ccc(-c2cn(CCO)c(-c3ccncc3)n2)cc1	-13.4%	0.6%	2.3%
CC(C)NC(=O)CN1C(=O)C(C)(C)Oc2ccc(C(=O)NC3CCCCC3)cc21	-14.3%	-4.2%	-1.4%
CCN(c1cccc(C)c1)S(=O)(=O)c1cn(CC(=O)OC)c2ccc([N+](=O)[O-])cc12	?	2.6%	-17.5%
COc1cc(/C=C/C(=O)Nc2nnc(CC(C)C)s2)cc(OC)c1OC	13.7%	7.0%	?
Cc1cc(C)c(NC(=O)C2CCN(c3cnccn3)CC2)c(C)c1	4.9%	-9.7%[56.1 µM]	-20.3%
CCOC(=O)CSc1nc2ccccc2c(=O)n1CC1CCC(C(=O)NCc2ccco2)CC1 (stereo not given)	2.9%	2.1%	23.1µM*
Cc1cccc(N2CC(C)Cn3c2nc2c3c(=O)[nH]c(=O)n2C)c1 (stereo not given)	1.2%	.	-29.0%
CCOC(=O)c1sc(-c2ccc(Cl)cc2)nc1O	-18.4%	2.6%	0.9%
Cn1c(=O)cc(SCC(=O)N2CCN(c3ccccc3F)CC2)c2ccc(Cl)cc21	.	0.0%	?
COc1ccc(C)cc1S(=O)(=O)NC1CCCCC1	-8.8%	0.0%	-6.8%
COCCNC(=O)c1cc2nc(-c3ccc(F)cc3)cc(C(F)(F)F)n2n1	2.3%	-3.6%	7.8%
COc1ccc(-c2sc3cc4c(cc3c2-c2ccc(OCCN3CCOCC3)cc2)OCO4)cc1	.	6.0%	?
COc1ccc(S(=O)(=O)N2CCCC2)c(Cl)c1Cl	?	6.0%	-24.2%
CC(=O)Nc1nc(C)c(Oc2ccc(Cl)cc2)c(=O)[nH]1	-7.7%	2.6%	1.8%
N#Cc1ccc(CSc2nnc(-c3cccs3)n2-c2ccccc2)cc1	6.0%	5.5%	-25.4%
COC(=O)c1ccc(SCC(=O)N2CCC(C)CC2)c([N+](=O)[O-])c1	-4.3%	2.6%	?
Cc1ccc(-n2c(N)c(C(=O)N3CCOCC3)sc2=S)cc1	-12.3%	6.9%	-22.2%
Cc1c(Cl)cccc1NC(=O)Cn1c(=O)n(Cc2ccco2)c(=O)c2oc3ccccc3c21	.	0.0%	?
COc1cccc2[nH]c(C(=O)NCC3CCCO3)cc12 (stereo not given)	-0.1%	.	30.5%[activator]
Next section.
SMILES	N370S GC mod	TDP1 block	TDP1 cell noCPT
CC(C)c1ccc(C2CC(=O)N3CN(C4CCCCC4)CSC3=C2C#N)cc1 (stereo not given)	.	4.7%	?
O=C(COc1ccccc1)NC1CC(=O)N(c2ccc3c(c2)OCCO3)C1 (stereo not given)	.	-5.2%	3.0%
CCOC(=O)c1cc[n+](CC(=O)c2ccc(F)cc2)cc1	-13.8%	0.0%	-8.7%
CC(C)(C)c1cc(NC(=O)c2c(F)cccc2Cl)n(-c2ccccc2)n1	-1.5%	.	?
Cc1ccc(Cl)cc1NC(=O)C1CCN(S(C)(=O)=O)CC1	5.1%	6.0%	-1.0%
COc1ccc(N/C(=N\c2nc(C)cc(C)n2)NC(C)=O)cc1OC	21.5%	0.0%	?
COc1cccc(N2CC(C(=O)Nc3nnc(SCC(=O)NC4CCCC4)s3)CC2=O)c1 (stereo not given)	-3.1%	7.0%	-2.2%
O=[N+]([O-])c1ccccc1NCCNS(=O)(=O)c1ccc(Cl)cc1	-0.8%	0.0%	-25.4%
CCOC(=O)c1c(CSc2ccccc2)n(C)c2cc(Br)c(O)c(CN(C)C)c12	-19.7%	2.7%	14.6µM*
CN(C)C(=O)C1Cc2ccccc2CN1S(=O)(=O)c1ccc(F)cc1 (stereo not given)	-9.4%	.	-0.1%

Profiles as entered above. Order of screens: N370S GC mod | TDP1 block | TDP1 cell noCPT
`CC(C)c1ccc(C2CC(=O)N3CN(C4CCCCC4)CSC3=C2C#N)cc1` (stereo not given) as listed: . | 4.7% | ?
`Cc1ccc(Cl)cc1NC(=O)C1CCN(S(C)(=O)=O)CC1` as listed: 5.1% | 6.0% | -1.0%
`CCOC(=O)c1c(CSc2ccccc2)n(C)c2cc(Br)c(O)c(CN(C)C)c12` as listed: -19.7% | 2.7% | 14.6µM*
`COc1cccc(N2CC(C(=O)Nc3nnc(SCC(=O)NC4CCCC4)s3)CC2=O)c1` (stereo not given) as listed: -3.1% | 7.0% | -2.2%
`CCOC(=O)c1cc[n+](CC(=O)c2ccc(F)cc2)cc1` as listed: -13.8% | 0.0% | -8.7%

(more compounds)
SMILES	N370S GC mod	TDP1 block	TDP1 cell noCPT
CCOc1cc(C2C(C(=O)c3ccccc3)=C(C(=O)OC)Nc3nnnn32)ccc1O (stereo not given)	-15.6%	-1.1%	-27.6%
CC1=C(C(=O)OCCBr)C(c2cccc3ccccc23)NC(=O)N1 (stereo not given)	-10.9%	.	?
COc1ccc(CCNC(=O)COC(=O)C2CC2)cc1OC	.	0.6%	-8.4%
O=C(CSc1n[nH]c(-c2ccccc2O)n1)N1CCOCC1	12.8%	6.3%	-20.2%
CCCCCCCCCCCCCCCC(=O)NCC(=O)O	-11.9%	4.4%	.
O=C(/C=C/c1ccccc1)OCCCCN=C1NS(=O)(=O)c2ccccc21	7.5%	1.2%	25.9µM*
CNS(=O)(=O)c1cccc(C(=O)OCC(=O)C23CC4CC(CC(C4)C2)C3)c1	-5.7%	9.3%	?
Cc1cc(Br)c(NC(=O)COC(=O)C2CCCCC2)c(Br)c1	.	-0.7%	6.1%
CCCCC[C@H](O)/C=C/[C@H]1C=CC(=O)[C@@H]1C/C=C\CCCC(=O)O	8.9%&9.0%&3.7%	5.5%&3.7%&-0.6%	8.2%[4.12 µM]
CC(=O)c1ccc(N(C(=O)CS(=O)CC(=O)Nc2ccc(F)cc2)C(C(=O)NC2CCCCC2)c2cccs2)cc1 (stereo not given)	-8.5%	-2.6%	?
Nc1nc(SCC(=O)OCc2ccccc2)[nH]c(=O)c1NC(=O)c1ccco1	0.3%	2.1%	-14.3%
CC1CCCC(NC(=O)CNC(=O)c2cccs2)C1C (stereo not given)	-0.5%	.	-17.6%
CCn1c(SCC(=O)Nc2ccc3c(c2)OCCO3)nnc1-c1c[nH]c2ccccc12	-2.5%	.	?
Cc1cccc(N2CCN(C(=O)CCCn3ncn4c(cc5occc54)c3=O)CC2)c1C	.	5.1%	25.9µM*
N#Cc1nc(-c2ccco2)oc1N1CCc2ccccc2C1	16.4%	9.5%	?
O=C(NCc1cccs1)C1CCN(C(=O)N2CCOc3ccccc32)CC1	.	-1.3%	-6.9%
CN(C)c1ccc(/C=N/N2C(=S)SC(C)(C)C2N(O)C(=O)Nc2ccc([N+](=O)[O-])cc2)cc1 (stereo not given)	-6.0%	9.3%	?
Cc1nn(Cc2ccccc2)c(C)c1C(=O)NCCCN1CCCC1=O	.	0.9%	20.0%
O=S1(=O)c2ccccc2C(CCO)N1Cc1ccccc1 (stereo not given)	-11.3%&-11.6%	?	-25.9%
Nc1nnc(SCC(=O)Nc2cc(C(F)(F)F)ccc2N2CCOCC2)s1	-0.9%	2.6%	?
Nn1c(SCc2ccccc2F)nnc1-c1cccnc1	4.5%	5.6%	-7.7%
COc1cccc(/C=C2\CCC(C3CCCC3)C2=O)c1 (stereo not given)	9.8%	.	11.6%
CCOc1ccc(NS(=O)(=O)c2ccc3c(c2)oc(=O)n3C)cc1	-0.1%	0.0%	?
CC1=C(C#N)CCC(=O)N1Cc1ccc(C)cc1	-14.8%	-5.9%	?
O=C(Cc1ccc(F)cc1)NCCc1ccc(F)cc1	-4.6%	0.7%	2.4%
Cc1ccc(-c2nc(S(=O)(=O)c3ccc(C)cc3)c(N3CCCCC3)o2)cc1	.	4.8%[12.3 µM]	7.31µM*
